High-throughput results deposited in PubChem by National Center for Advancing Translational Sciences (NCATS).
KDM5B inh: KDM5B demethylase inhibition | 220,000 tested, 2.6% active | Potency, µM (titrated, usually from 57.7 µM), without a hit: top-dose activity change, negative = inhibition, most hits filed as inhibitors | AID 1347165 | KDM5B demethylase, FDH-coupled NADH fluorescence (FDH is formaldehyde dehydrogenase) | Q9UGL1; active = well fitted inhibition curve with a large enough effect; inconclusive = small, poorly fitted or top-dose-only effect; inactive = no such curve, though single readings can be large or run the other way; also: 0% is about no effect; nearly all actives have a fitted effect of over 70% in size
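Inhibition is measured as reduced NADH fluorescence generation from FDH coupling to formaldehyde release. Truncated KDM5BΔAP at 200 nM final acts on H3K4me3 peptide (12.5 µM in substrate mix) in pH 7.5 HEPES buffer with Tween-20, 30 min, room temperature.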
* hit, by the source's call; ? = inconclusive; & = joins results of further samples; [ ] = another dose, or the depositor's remark. Potency is read from the fitted curve at half-maximal effect. An excerpt; the hit share may differ from the screen's.

SMILES	KDM5B inh
c1ccc(CSc2ncn(-c3nc(N4CCOCC4)nc(N4CCOCC4)n3)n2)cc1	10%
CCOc1ccc2nc(N(CCN(CC)CC)C(=O)c3cccc([N+](=O)[O-])c3)sc2c1	-11%
FC(F)(F)c1cccc(C=C(c2nc3ccccc3s2)c2nc3ccccc3s2)c1	20%
CCOCCCNC(=O)C(c1ccc(Cl)cc1)N(Cc1ccc2c(c1)OCO2)C(=O)c1ccccc1O (configuration not stated)	6%
Cc1nc(SCC(=O)Nc2ccc(S(=O)(=O)N3CCCCC3)cc2)n(C2CCCC2)c1C	-4%
N#Cc1c2n(c(=O)n(CC(O)COc3ccccc3F)c1=O)CCC2 (configuration not stated)	12%
Cc1cc(C(c2ccc(Cl)cc2)N2CCN(C)CC2)c(NC(=O)c2ccco2)s1 (configuration not stated)	-30%
Cc1c(O)ccc2c(CN3CCC(O)CC3)cc(=O)oc12	?
Fc1ccc(-c2ccc(CNCc3ccccc3)o2)cc1	9%
COc1cccc(CNC(=O)c2cc3c(s2)-c2ccccc2OC3)c1	?
Nc1nccnc1C(=O)NCCNc1ncccn1	?
O=C(NC1CC1)c1cc(SCC(=O)N2CCCCC2)nc2ccccc12	-21%
COC(=O)C(=O)/C=C(\O)c1c(C)cc(C)cc1C	?
O=C(CSC1=NC2(CCCC2)Nc2ccccc21)Nc1ccc2c(c1)OCCO2	165%[activator]
COCC(=O)N[C@@H]1C[C@H](Cn2cc(CN3CCS(=O)(=O)CC3)nn2)[C@@H](O)[C@H]1O	9%
CCOC(=O)C1CCN(C(=O)Cc2cccn2-c2cccc(Cl)c2)CC1	-21%
Cc1ccc(CNC(=O)Cn2ccn3nc4c(c3c2=O)CCCCC4)cc1	5.6µM*
Cc1noc(C)c1C(=O)N1CC(N(C)Cc2cccnc2)C1	-8%
CCOc1ccc(NC(=O)Cn2nc(Cc3cccnc3)c3ccccc3c2=O)cc1	-12%
CN1CCN(c2nc3c(c(=O)[nH]2)CCN(Cc2ccc(C(F)(F)F)cc2)CC3)CC1	12%
Cn1c(N)c(C(=O)c2cc(-c3ccncc3)nc3ccccc23)c(=O)n(C)c1=O	20%
COc1ccc(C)cc1NC(=O)Cn1ccn2nc(-c3ccccc3)c(CO)c2c1=O	?
CCOc1ccccc1NC(=O)Cn1c(N2CCN(c3ccccc3)CC2)nc(C)cc1=O	?
O=C(CC1CCCC1)NC1CCN(C(=O)N2CC3CC(C2)[C@H]2CCCC(=O)N2C3)CC1 (some centres not stated)	3%
COc1cc(NC(=O)CN2CCCc3nc(C4CC4)ncc3C2=O)cc(OC)c1	-15%
Cc1ccccc1C(=O)N1CCC2(CC1)OCC(C(=O)N1CCCC1)N2C(=O)c1cccc(F)c1 (configuration not stated)	-12%
CCC(=O)Nc1ccc(Cl)c(NC(=O)c2cccc(OC)c2)c1	10%
CCOC(=O)c1ccccc1NC(=O)C(=O)Nc1ccc2nc3n(c(=O)c2c1)CCCCC3	-8%
CNc1nccc(N2CCC(CC(=O)NCCCN3CCC(C)CC3)CC2)n1	-24%
CCC(=O)N(C1CCOCC1)C1CCN(S(=O)(=O)c2ccc(CC)cc2)CC1	19%
O=Cc1cccc(N2CCN(C(=O)Nc3ccccc3)CC2=O)c1	16%[149 µM]
CCn1c(=O)n(CC)c2cc(Sc3ccccc3)c(NC(=O)c3cccc(F)c3)cc21	-5%
Nc1c(C(=O)O)sc2nc(-c3ccccc3)cc(-c3ccc(Cl)cc3)c12	?
O=C(NCc1ccc(F)c(Cl)c1)c1cc2n(n1)CC(c1ccc(Cl)cc1)OC2 (configuration not stated)	?
CCOC(=O)c1ccc(NC(=O)CC2Sc3ccccc3NC2=O)cc1 (configuration not stated)	-13%
C#CCNC(=O)c1nc(-c2ccc(Cl)cc2Cl)c2ccccn12	89µM*
N#Cc1ccc(COC(=O)c2ccc(N3CCOCC3)nc2)cc1	2%
Cc1ccc(S(=O)(=O)c2nc(S(=O)(=O)c3ccc(C)cc3)c(NC(C)C)s2)cc1	0%
Oc1ccc(Br)cc1/C=N/n1c(COc2ccccc2)n[nH]c1=S	?
CCOc1ccc(NC(=O)CC2C(=O)N(c3ccccc3)C(=O)N2CCc2ccc(OC)cc2)cc1 (configuration not stated)	-1%
O=C(c1ccccc1F)N1CCC(N2CCOCC2=O)CC1	1%[149 µM]
CCC(=O)N1CCc2cc(CNS(=O)(=O)c3cccs3)ccc21	?
Cc1ccc(-n2c(C3CCN(C(=O)c4ccc(F)c(Cl)c4)CC3)n[nH]c2=O)cc1	-5%
CCC(C)N[C@H]1CS(=O)(=O)C[C@@H]1S(=O)(=O)c1ccccc1 (some centres not stated)	12%
O=C(Nc1ccccc1)C1CCN(C(=O)c2nn(-c3ccccc3)c(=O)c3ccccc23)CC1	-27%

Already shown: 16 of the compounds above.
SMILES	KDM5B inh
CN1CCN(c2nc3c(c(=O)[nH]2)CCN(Cc2ccc(C(F)(F)F)cc2)CC3)CC1	12%
Cn1c(N)c(C(=O)c2cc(-c3ccncc3)nc3ccccc23)c(=O)n(C)c1=O	20%
COc1ccc(C)cc1NC(=O)Cn1ccn2nc(-c3ccccc3)c(CO)c2c1=O	?
CCOc1ccccc1NC(=O)Cn1c(N2CCN(c3ccccc3)CC2)nc(C)cc1=O	?
O=C(CC1CCCC1)NC1CCN(C(=O)N2CC3CC(C2)[C@H]2CCCC(=O)N2C3)CC1 (some centres not stated)	3%
COc1cc(NC(=O)CN2CCCc3nc(C4CC4)ncc3C2=O)cc(OC)c1	-15%
Cc1ccccc1C(=O)N1CCC2(CC1)OCC(C(=O)N1CCCC1)N2C(=O)c1cccc(F)c1 (configuration not stated)	-12%
CCC(=O)Nc1ccc(Cl)c(NC(=O)c2cccc(OC)c2)c1	10%
CCOC(=O)c1ccccc1NC(=O)C(=O)Nc1ccc2nc3n(c(=O)c2c1)CCCCC3	-8%
CNc1nccc(N2CCC(CC(=O)NCCCN3CCC(C)CC3)CC2)n1	-24%
CCC(=O)N(C1CCOCC1)C1CCN(S(=O)(=O)c2ccc(CC)cc2)CC1	19%
O=Cc1cccc(N2CCN(C(=O)Nc3ccccc3)CC2=O)c1	16%[149 µM]
CCn1c(=O)n(CC)c2cc(Sc3ccccc3)c(NC(=O)c3cccc(F)c3)cc21	-5%
Nc1c(C(=O)O)sc2nc(-c3ccccc3)cc(-c3ccc(Cl)cc3)c12	?
O=C(NCc1ccc(F)c(Cl)c1)c1cc2n(n1)CC(c1ccc(Cl)cc1)OC2 (configuration not stated)	?
CCOC(=O)c1ccc(NC(=O)CC2Sc3ccccc3NC2=O)cc1 (configuration not stated)	-13%

Additional entries follow:
SMILES	KDM5B inh
Cc1ccccc1S(=O)(=O)NCCc1noc(-c2cccnc2)n1	-13%
COc1ccc2c(C)c(CCC(=O)Nc3nc4ccccc4[nH]3)c(=O)oc2c1	-20%
CCC(CO)Nc1cccc2c1S(=O)(=O)N(Cc1cn(Cc3ccc(Cl)cc3)nn1)Cc1ccccc1O2 (configuration not stated)	?
Cc1ccsc1C(=O)OCc1cc(=O)n2ccsc2n1	-13%
N#Cc1ccccc1Cn1c(SCC(=O)Nc2ccc(F)cc2)nc2ccccc21	14%
CCOc1ccc2nc(N(Cc3cccnc3)C(=O)C3CCCCC3)sc2c1	-14%
Cc1cccc(-c2cc(C(=O)O)c3ccc(C)c(C)c3n2)c1	?
CCOc1ccc(C(=O)N2CCC3(CC2)CN(c2ncccn2)CC3CO)cc1 (configuration not stated)	25µM*
CCc1cccc(CC)c1NC(=O)Cn1c(=O)c(-c2cc(C)ccc2NC(C)=O)nc2ccccc21	-10%
O=C(Cn1c(=O)c2cccn2c2ccccc21)Nc1cc(F)ccc1F	-26%
COc1ccc(NC(=O)c2ccc(N3C(=O)C4CC=C(C)CC4C3=O)cc2)c(OC)c1 (configuration not stated)	27%
CN1CCC(NC[C@H]2O[C@@H](CO)[C@@H](O)[C@@H]2N(C)Cc2ccccc2)CC1	-26%
Fc1ccc(Br)cc1/C=N/Nc1c(Cl)cc(Cl)cc1Cl	6%
CCCc1nn2c(N)c(/C=C3\C=Nc4ccccc43)c(=O)nc2s1	4%
CN(Cc1ccccc1)C(=O)C[C@@H]1O[C@H](CNC(=O)C2CC2)[C@@H](O)[C@H]1O	-15%[86.2 µM]
CN1CCOC[C@H]1c1ncc(-c2ccc(F)cc2F)[nH]1	20%[115 µM]
O=C(c1cc(F)ccc1Cl)N1CCC2(CC1)N(c1ccccc1)C(=O)CS2(=O)=O	-12%
CCOC(=O)C1CCCN(C(=O)c2ccc3c(c2)sc2nc(-c4ccc(CC)cc4)cn23)C1 (configuration not stated)	?
COc1cccc(/C=C2\Oc3cc(OC(=O)c4ccc(C(C)(C)C)cc4)ccc3C2=O)c1OC	12%
COC(=O)[C@@H]1Cc2c([nH]c3ccccc23)[C@H]2C[C@H](NCCO)C[C@@H](c3ccccc3)N21	?
CC(NC(=O)/C(C#N)=C\c1ccccc1OC(F)F)c1ccccc1 (configuration not stated)	?
Cc1nnc(SCc2ccccc2)c2cc3sccc3n12	?
COc1cccc(CNC(=O)N2CCC(Oc3ncccc3C(=O)N3CCCCC3)C2)c1 (configuration not stated)	-7%
COc1cc(NC(=O)Cc2c(C)c3c(OC)cc(OC)cc3oc2=O)cc(OC)c1	?
Cc1ccc2c(c1)-c1nc(-c3ccccc3)cc(-c3ccccc3)c1CO2	-48%
CCOc1ccc(CNC(=O)Cn2ccc3cc(S(=O)(=O)N4CCCCC4)ccc32)cc1	?
COCCOCC(=O)N1[C@@H]2CC[C@H]1CC(NC(=O)c1cnc(C)cn1)C2 (some centres not stated)	2%
O=C([C@H]1C[C@@H](O)[C@H](O)[C@@H]2N=C(Nc3ccc(Cl)cc3)S[C@@H]21)N1CCOCC1	-16%[86.2 µM]
Cc1noc(-c2ccccc2Cl)c1C(=O)NCCc1cccs1	-18%
O=C1COc2ccc(OCc3cncs3)nc2CN1Cc1ccc(F)cc1	-33%[86.2 µM]
c1coc(-c2nc(CSc3ccc4c(c3)OCCCO4)cs2)c1	1%
CCSc1oc(-c2ccco2)nc1S(=O)(=O)c1ccc(Br)cc1	?
CC(Sc1nc2ccccc2[nH]1)C(=O)NC(N)=O (configuration not stated)	8%
CCn1ccc(C(=O)N2CCC(c3nn(C)c4c3COCC4)CC2)n1	26%
Nc1ncc(S(=O)(=O)Nc2ccccc2)cn1	10%
Cn1cc(-c2ccc(O)c(F)c2)c2nc(CN3CCOCC3)cn2c1=O	?
O=C(NCCc1ccccc1)c1ccc(CSc2nc3ccncc3n2Cc2ccccc2F)cc1	?
CC(C)NC(=S)N/N=C/C1CC=CCC1 (configuration not stated)	9%
O=C(c1ccoc1)N1CCC2(CCCN(Cc3ccc(F)c(F)c3)C2)C1 (configuration not stated)	13%
COC(=O)CNC(=O)NCCc1ncc(C)n1C1CCCC1	-26%
CC(C)CC(=O)NC1CCN(c2ccc(F)cc2)C1=O (configuration not stated)	21%
COc1cccc(CNC(=O)CCCCCn2c(=O)[nH]c3cc(OC)c(OC)cc3c2=O)c1	?
Cc1ccc(C2Cn3nnc(-c4nc(-c5cccc(F)c5)no4)c3CO2)c(C)c1 (configuration not stated)	-4%
O=c1ccc(N2CCC(NS(=O)(=O)c3ccc(Cl)s3)CC2)nn1CC1CC1	14µM*
COc1ccc(Cl)cc1NC(=O)CCn1c(=O)c2cccn2c2ccccc21	5%
CCOc1ccccc1CNC(=O)CCc1c(C)nn(-c2ccc(N3CCOCC3)nn2)c1C	-13%
O=C(NCC(=O)N1CCc2ccccc2C1)C1CCC(CNS(=O)(=O)c2ccc(F)cc2)CC1 (configuration not stated)	8%
Cc1ccc(C)c(S(=O)(=O)c2nnn3c2nc(Nc2ccc(F)c(Cl)c2)c2sccc23)c1	-25%
COc1cc(C(=O)Nc2ccc3oc(-c4ccc(C)c(Br)c4)nc3c2)cc(OC)c1OC	?
CCCN1CCC2(CCN([S+](=O)([O-])c3cccc(OC)c3)CC2)Oc2ccccc21	?
COc1nc2c(cc1CNC(=O)c1cccnc1C)C(=O)N(C1CCCC1)C2	-2%
Cn1c(=O)c2c(nc(Sc3ccccc3)n2Cc2ccc(Cl)cc2)n(C)c1=O	-7%
CC(=O)N1CC2(CCN(Cc3ccc(Cl)cc3)C2)Cc2ccccc21 (configuration not stated)	-8%[115 µM]
Cc1nc(N2CCN(CCO)CC2)c(C#N)c2c1CCCC2	?
O=C(NC[C@H]1OC[C@@H](NC2CCCC2)[C@@H]1O)c1ccccc1	13%[86.2 µM]
Cc1nn(-c2ccccc2)c(C)c1/C=N/n1c(-c2ccccc2Br)n[nH]c1=S	?
Cc1cccc(OCC(=O)NC2CCN(c3cc(C(F)(F)F)ncn3)CC2)c1	20%
OC1CCN(Cc2nnc(-c3ccccc3Cl)o2)CC1	17%
Cc1nc2ccc(S(=O)(=O)N(CC(=O)N3CCCC3)Cc3ccccc3)cc2s1	12%
COc1ccc(N(C(=O)C(C)(C)C)C2C=CS(=O)(=O)C2)c(OC)c1 (configuration not stated)	18%

Other compounds
SMILES	KDM5B inh
CCN(CC)CCN1Cc2c(sc(C)c2C)N(C(=O)c2ccccc2)C1	50%[activator]
COc1ccc(C2C(C(=O)Nc3ccc(C)cc3C)=C(C)Nc3nc4ccccc4n32)c(OC)c1 (configuration not stated)	-20%&-18%
CC1CCC(C(=O)NC(C(=O)OCC(=O)c2ccccc2)C(C)C)CC1 (configuration not stated)	-21%
Cc1cc(C)c(NC(=O)CN2CCCCCC2)c(C)c1	8%
CCCOc1ccc(C2c3c(oc4ccc(F)cc4c3=O)C(=O)N2CCc2ccc(OC)cc2)cc1 (configuration not stated)	17%
Cc1ccc(-c2cc(C(=O)O)c3ccc(Br)cc3n2)cc1	-17%
CCOc1ccc(NC(=O)C(=O)NCC(c2cccnc2)N2CCc3ccccc32)cc1 (configuration not stated)	21%
Cn1nc(CC(=O)Nc2ccc(Cl)cc2Cl)c2ccccc2c1=O	1%
COc1cccc(NC(=O)c2oc3ccccc3c2NC(=O)c2ccc(OC(C)C)cc2)c1	-15%
